Assay outcomes from PubChem BioAssay.
MEKK3 PB1 HTS = modulators of MEKK3-MEK5 PB1 binding, primary screen, biochemical, wildtype MEKK3, multiplex bead flow cytometry, Alexa488-MEK5; Mitogen-activated protein kinase kinase kinase 3 (Homo sapiens), Q99759; bead-based flow cytometry, Alexa488-MEK5 binding to MEKK3; actives lie on both sides; 0 = blocked by unlabeled MEK5, 100 = vehicle; binding response (% of control), % at 10 µM; 290,000 tested, 1.4% active; AID 1529, 2009;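 active means binding response more than 3 SD above or below the average of its plate-row segment, actives on both sides; inconclusive means wells at one plate position flagged as instrument error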;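 further: Alexa488 bead fluorescence after subtracting the streptavidin-only scavenger bead signal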
Target sequence (Q99759 whole entry, looked up): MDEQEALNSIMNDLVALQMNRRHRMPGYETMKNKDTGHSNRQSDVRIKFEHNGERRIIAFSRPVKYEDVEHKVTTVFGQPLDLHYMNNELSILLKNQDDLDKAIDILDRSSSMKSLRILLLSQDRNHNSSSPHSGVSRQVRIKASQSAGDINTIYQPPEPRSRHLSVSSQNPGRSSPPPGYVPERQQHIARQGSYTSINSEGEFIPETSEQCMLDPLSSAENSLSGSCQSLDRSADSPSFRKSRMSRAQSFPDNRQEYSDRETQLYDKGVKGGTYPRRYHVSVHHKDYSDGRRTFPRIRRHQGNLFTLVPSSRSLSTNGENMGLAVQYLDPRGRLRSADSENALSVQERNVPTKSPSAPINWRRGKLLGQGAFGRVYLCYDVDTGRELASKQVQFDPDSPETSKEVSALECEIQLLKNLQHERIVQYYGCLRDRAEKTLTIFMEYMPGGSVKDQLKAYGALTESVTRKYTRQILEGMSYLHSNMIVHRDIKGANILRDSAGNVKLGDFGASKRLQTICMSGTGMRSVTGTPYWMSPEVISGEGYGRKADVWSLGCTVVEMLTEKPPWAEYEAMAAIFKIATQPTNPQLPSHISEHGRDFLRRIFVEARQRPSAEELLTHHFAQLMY
MEKK2wt PB1 HTS = modulators of MEK5 binding to wildtype MEKK2, primary screen, biochemical, multiplex bead flow cytometry, Alexa488-MEK5; Alexa488-MEK5 binding to MEKK2 WT; actives lie on both sides; binding response (% of control), % at 10 µM; 290,000 tested, 1.1% active; in the data active means binding response below about 67% or above about 130%; inconclusive means no clear call, values can overlap the other calls; inactive means in between
M18AAP inhibitor = PfM18AAP inhibitors, malaria aminopeptidase, primary screen, biochemical, QFRET, recombinant enzyme; M18 aspartyl aminopeptidase (Plasmodium falciparum 3D7); inhibition, % at 7.35 µM; AID 1822, 2009; H-Glu-NHMec fluorogenic cleavage; 290,000 tested, 1.2% active;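 active means inhibition above the campaign mean inhibition over all tested compounds plus 3 SD, cut at about 28% in these data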;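 further: 0% = plate median of test compound wells and 100% = 2 mM ZnCl2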
IDE act = human IDE activators in live cells, primary screen, fluorescence polarization, HEK cells, FAbeta-B substrate; Insulin-degrading enzyme (Homo sapiens), P14735; FAbeta-B cleavage; 0% vehicle, 100% cell-free pure enzyme wells; activation, % at 5.96 µM; 340,000 tested, 0.073% active;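 active means activation above the mean of all tested compounds plus 3 SD, set per screening campaign, cut at about 17% in these data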
MEKK2 mut-MEK5 = MEK5 binding signal on mutant MEKK2 PB1, primary screen, biochemical, multiplex bead flow cytometry, Alexa488-MEK5. Alexa488-MEK5 binding to MEKK2 mutant. percent response, % at 10 µM. 290,000 tested, 0.35% active; in the data active means percent response above about 24%, passing the limit was not always enough; further: inactives centre near 1; some results filed as inactive read as strong as hits; reference of the scale not given here
p-CIP stab down = p/CIP-EGFP fusion destabilizers, primary screen, fluorescence, F442A cells; Q05BA5; 16 h; decrease of EGFP signal, % at 10 µM; 290,000 tested, 0.01% active; AID 1984, 2009;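 active means EGFP signal decrease of at least 30% at 10 µM or well 3 SD below plate mean, unless failing retest; inactive means the rest, including hits failing retest or dose response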; further: some compounds called inactive have numbers as strong as hits; many of its hits are not listed in these tables
NALP1 yeast inh = NALP1 inflammasome inhibitors in reconstituted yeast, colorimetric, S. cerevisiae, triplicate retest. AID 2071, 2009. 280,000 tested, 0.61% active. inhibition, % at 10 µM. S. cerevisiae NALP1/ASC/caspase-1 growth, X-gal OD620, 72 h; in the data active means inhibition mostly above about 24%, no sharp cut-off; inactive means mostly below about 32%; further: some compounds called inactive have numbers as strong as hits
IDE cell inh = human IDE inhibitors in live cells, primary screen, fluorescence polarization, HEK cells, FAbetaB substrate; AID 434962, 2010; inhibition, % at 5.59 µM; FAbetaB cleavage; 320,000 tested, 0.41% active; Insulin-degrading enzyme (Homo sapiens), P14735;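 active means percent inhibition above the average of all tested compounds plus 3 SD, set per screening campaign, cut at about 16% in these data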;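 further: IDE supplied by intact live HEK cells; FP after avidin binding of uncleaved biotin substrate so inhibition keeps polarization high; 0% = DMSO wells and 100% = 60 µM reference IDE inhibitor Ii1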
UBC9 SUMO inh = inhibitors of in vitro SUMOylation cascade, primary screen, biochemical, HTRF, uHTS. HTRF SUMOylation assay, SAE1/SAE2 + UBC9. 290,000 tested, 0.36% active. inhibition, % at 35 µM. SUMO-conjugating enzyme UBC9 (Homo sapiens), P63279. AID 2006, 2009; in the data active means inhibition above about 50%, passing the limit was not always enough; inconclusive means no clear call, values can overlap the other calls; further: strong numbers were not always called active
Target sequence (P63279 whole entry, looked up): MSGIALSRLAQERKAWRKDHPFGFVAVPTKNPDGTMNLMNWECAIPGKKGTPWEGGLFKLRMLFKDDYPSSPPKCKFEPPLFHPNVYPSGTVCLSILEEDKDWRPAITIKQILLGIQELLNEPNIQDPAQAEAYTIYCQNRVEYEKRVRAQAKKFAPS
Numbers without * were called inactive; u = inconclusive; x = not tested or not shown. An excerpt; rates above refer to the full screens.

No.	smiles	MEKK3 PB1 HTS	MEKK2wt PB1 HTS	M18AAP inhibitor	IDE act	MEKK2 mut-MEK5
1	CC(C)Cn1c2c(c(O)c(C(=O)Nn3c(Cc4ccccc4)nc4ccccc4c3=O)c1=O)CCCC2	104	97	3	2	-3
2	Cc1nn(-c2ccccc2)c(Cl)c1C(=O)Nc1ccc(N2CCOCC2)cc1	98	98	-2	-4	-2
3	CC(C)CCNc1nc(N)c([N+](=O)[O-])c(NCC2CCCO2)n1 (stereo not drawn)	98	98	-3	4	-3
4	Cc1ccc2c(c1)c1ncn(CCC3=CCCCC3)c(=O)c1n2C	94	95	-3	-8	-1
5	Cc1cc(C)nc(SCc2ccc(C(=O)NNC(=O)Nc3cccc(Cl)c3)cc2)n1	112	99	7	2	-1
6	Cc1nn(CCCC(=O)NCCc2ccccc2)c(=O)c2nccn12	102	93	0	-2	0
7	Nn1c(SCC(=O)N2CCCCC2)nnc1-c1ccncc1	110	112	-4	2	13
8	CCN(C(=O)COC(=O)CCS(=O)(=O)c1ccc(C)cc1)C1CCS(=O)(=O)C1 (stereo not drawn)	101	104	-2	-2	7
9	COCCN(C(=O)COc1ccccc1)c1nnc(-c2cccnc2)s1	102	107	-3	6	1
10	CCn1nc(C(=O)Nc2ccc(S(=O)(=O)Nc3nccs3)cc2)c2ccccc2c1=O	x	x	-5	2	x
11	CCOC(=O)N1CCN(C(=O)c2ccc3c(c2)NC(=O)C(N2CCOCC2)S3)CC1 (stereo not drawn)	x	x	-1	0	x
12	CC(C)[C@H](NC(=O)N1CCn2c1nc1ccccc12)C(=O)NC1CC1	100	101	0	5	-7
13	COc1cc(C2C(C#N)=C(N)Oc3c2c(-c2ccccc2)nn3-c2ccccc2)cc(OC)c1OC (stereo not drawn)	97	105	5	-5	16
14	COc1ccc(OC)c(-c2cc(C(=O)Nc3c(C)nn(Cc4ccccc4C)c3C)no2)c1	96	97	-8	0	-5
15	CCCC(O)(CCC)C(=O)NN1CCCCC1	104	100	-3	7	2

No.	p-CIP stab down	NALP1 yeast inh	IDE cell inh	UBC9 SUMO inh
1	6	37	2	1
2	-7	6	2	3
3	-5	31	3	-7
4	6	-26	4	3
5	-22	27	8	42
6	-11	15	10	8
7	-4	0	4	3
8	6	2	-2	15
9	4	-28	-5	16
10	-6	1	12	18
11	5	-12	1	-6
12	-2	1	1	x
13	4	2	6	3
14	-5	12	4	-5
15	-2	4	-1	-3

Entries shown so far that have an aryl thioether with sulfur outside any ring (two):
No.	smiles	MEKK3 PB1 HTS	MEKK2wt PB1 HTS	M18AAP inhibitor	IDE act	MEKK2 mut-MEK5
5	Cc1cc(C)nc(SCc2ccc(C(=O)NNC(=O)Nc3cccc(Cl)c3)cc2)n1	112	99	7	2	-1
7	Nn1c(SCC(=O)N2CCCCC2)nnc1-c1ccncc1	110	112	-4	2	13

No.	p-CIP stab down	NALP1 yeast inh	IDE cell inh	UBC9 SUMO inh
5	-22	27	8	42
7	-4	0	4	3

Additional compounds follow.
No.	smiles	MEKK3 PB1 HTS	MEKK2wt PB1 HTS	M18AAP inhibitor	IDE act	MEKK2 mut-MEK5
16	CN(C)CCNC(C(=O)Nc1cc(Cl)cc(Cl)c1)c1ccccc1 (stereo not drawn)	102	122	1	7	4
17	O=C1NCCCC2c3cc(O)c4ccccc4c3OC12N1CCCCC1 (stereo not drawn)	91	92	10	x	-1
18	CCOc1ccc(Cl)cc1CNCCCSc1ncccn1	109	123	-11	1	16
19	CCN(CC)C(=O)Cn1cc(C(=O)C(=O)NCc2cccs2)c2ccccc21	100	86	5	1	-11
20	CC(NC(=O)OCc1ccccc1)C(=O)NCC(=O)NC(Cc1ccc(OC(C)(C)C)cc1)C(=O)OC(C)(C)C (stereo not drawn)	102	97	9	2	-1
21	O=C(Nc1nnc(SCc2c(Cl)cccc2Cl)s1)C1CCCO1 (stereo not drawn)	105	108	3	2	4
22	O=C(CC1C(=O)NCCN1CC(c1ccccc1)c1ccccc1)NCC1CCOCC1 (stereo not drawn)	98	112	2	-3	6
23	CCN(CC)c1ccc(NC(=O)Cn2cc3c(n2)CCC(C)C3)c(C)c1 (stereo not drawn)	97	99	25	0	-3
24	CC(C)OCCCNC(=O)c1ccccc1Oc1ccccc1	97	100	-1	1	-5
25	CCn1c(SCC(=O)Nc2nc(C)c(C)s2)nnc1-c1cccnc1	96	103	3	4	2
26	COC1(OC)N=C(N)C2(C#N)C(c3ccccc3)NC(C)=CC12C#N (stereo not drawn)	98	101	-9	7	10
27	COCCN1CC(C(=O)NCc2ccccc2-n2ccnc2C)CCC1=O (stereo not drawn)	103	110	-7	-10	5
28	COc1ccc(-c2oc3ccccc3c2C(=O)OCc2ccccc2OC)cc1	97	94	7	-1	-7
29	CCOC(Cn1ccc(=O)[nH]c1=O)OCC	u	u	1	-4	-32
30	COc1ccccc1CN=C1NC(=O)C(CC(=O)Nc2ccc(C(C)=O)cc2)S1 (stereo not drawn)	102	101	-6	3	-1

No.	p-CIP stab down	NALP1 yeast inh	IDE cell inh	UBC9 SUMO inh
16	-6	-7	3	-9
17	-13	-22	6	56*
18	-4	17	-6	11
19	-5	-12	-2	-8
20	-4	12	-4	-12
21	-8	5	3	-19
22	-9	7	2	7
23	-10	52	1	-20
24	-2	16	0	24
25	-6	13	4	20
26	-11	10	-1	8
27	-3	5	3	-1
28	-1	5	3	24
29	-2	x	0	-1
30	-5	6	-2	11

Profiles as entered above. Order of values: MEKK3 PB1 HTS, MEKK2wt PB1 HTS, M18AAP inhibitor, IDE act, MEKK2 mut-MEK5, p-CIP stab down, NALP1 yeast inh, IDE cell inh, UBC9 SUMO inh
COc1ccccc1CN=C1NC(=O)C(CC(=O)Nc2ccc(C(C)=O)cc2)S1 (stereo not drawn) as listed: 102, 101, -6, 3, -1, -5, 6, -2, 11
Cc1nn(CCCC(=O)NCCc2ccccc2)c(=O)c2nccn12 as listed: 102, 93, 0, -2, 0, -11, 15, 10, 8
CC(C)CCNc1nc(N)c([N+](=O)[O-])c(NCC2CCCO2)n1 (stereo not drawn) as listed: 98, 98, -3, 4, -3, -5, 31, 3, -7
CCN(C(=O)COC(=O)CCS(=O)(=O)c1ccc(C)cc1)C1CCS(=O)(=O)C1 (stereo not drawn) as listed: 101, 104, -2, -2, 7, 6, 2, -2, 15
CCOC(Cn1ccc(=O)[nH]c1=O)OCC as listed: u, u, 1, -4, -32, -2, x, 0, -1

Among those listed so far, 2 contain a cyano group:
No.	smiles	MEKK3 PB1 HTS	MEKK2wt PB1 HTS	M18AAP inhibitor	IDE act	MEKK2 mut-MEK5
13	COc1cc(C2C(C#N)=C(N)Oc3c2c(-c2ccccc2)nn3-c2ccccc2)cc(OC)c1OC (stereo not drawn)	97	105	5	-5	16
26	COC1(OC)N=C(N)C2(C#N)C(c3ccccc3)NC(C)=CC12C#N (stereo not drawn)	98	101	-9	7	10

No.	p-CIP stab down	NALP1 yeast inh	IDE cell inh	UBC9 SUMO inh
13	4	2	6	3
26	-11	10	-1	8

The results go on:
No.	smiles	MEKK3 PB1 HTS	MEKK2wt PB1 HTS	M18AAP inhibitor	IDE act	MEKK2 mut-MEK5
31	O=C(NCc1ccco1)C(=O)NCC1OCCCN1S(=O)(=O)c1ccccc1 (stereo not drawn)	98	98	4	6	-2
32	O=C(O)C1C2C=CC(C2)C1C(=O)NCc1ccccn1 (stereo not drawn)	104	102	2	x	2
33	COc1ccccc1CNC(=O)C1CCCN1S(=O)(=O)c1cccc2cccnc12 (stereo not drawn)	112	109	0	3	4
34	O=[N+]([O-])c1ccccc1-c1ccc(C(=S)N2CCCC2)o1	98	96	20	-8	-1
35	N=c1ccn2c(n1)OC1C(O)C(CO)OC12 (stereo not drawn)	98	106	-1	6	3
36	CCOC(=O)Nc1ccc(S(=O)(=O)NC2CCCCC2)cc1	99	98	2	6	-1
37	O=C(c1ccc(CNc2c(N3CCCC3)c(=O)c2=O)cc1)N1CCc2ccccc2C1	110	112	-3	-17	13
38	COc1ccc(C(=O)NCc2ccc(C(=O)NCC(OC)OC)cc2)cc1OC	103	90	4	1	-8
39	Cc1ccc(C(=O)COC(=O)C2CC(=O)N(c3nc(-c4ccccc4)cs3)C2)cc1C (stereo not drawn)	99	96	-17	0	-1
40	Cc1cc(C)nc(NS(=O)(=O)c2ccc(NC(=O)c3ccc(S(=O)(=O)N4CCOCC4)cc3)cc2)n1	105	103	-4	8	4
41	O=C(CSCc1ccc(Cl)cc1)N/N=C/c1ccccc1	118	114	-7	-6	4
42	COc1ccc(C(=O)NCCc2nnc3ccc(SCC(=O)NCc4ccc(F)cc4)nn23)cc1	103	107	-2	5	2
43	COc1ccccc1N1CCN(/N=C/C(Cl)=C/c2ccccc2)CC1	93	100	5	2	-11
44	O=C(CCN1C(=O)c2ccccc2C1=O)NNC(=O)c1ccc(Cl)cc1Cl	101	95	-5	2	-2
45	CCn1nc(C)cc1-c1nnc(SCC(=O)Nc2ccccc2)n1CCCOC	95	97	-3	6	-9

No.	p-CIP stab down	NALP1 yeast inh	IDE cell inh	UBC9 SUMO inh
31	-12	18	-1	-2
32	-2	8	-2	23
33	-3	-1	-1	25
34	-13	4	-2	29
35	5	15	0	30
36	-13	3	-4	-5
37	-13	33	1	11
38	-4	5	-10	10
39	-6	11	-3	6
40	-3	1	-2	1
41	-13	19	5	5
42	-12	14	-3	7
43	-7	19	5	-4
44	-3	34	0	14
45	1	x	4	1

(listing goes on)
No.	smiles	MEKK3 PB1 HTS	MEKK2wt PB1 HTS	M18AAP inhibitor	IDE act	MEKK2 mut-MEK5
46	Cc1sc(NC(=O)Cn2nc(C(F)(F)F)cc2C)c(C(=O)OC(C)C)c1C	112	106	-5	2	13
47	CCCOc1ccc(CCN2CCC(=O)NC2=O)cc1C	99	103	1	1	7
48	CCOCc1nnc(NC(=O)c2cc(OC)cc(OC)c2)s1	90	75	2	-2	-11
49	CNCC(O)Cn1c(C(F)(F)F)nc2ccccc21 (stereo not drawn)	107	106	-10	1	3
50	COc1cc(/C=N/Nc2ccccn2)ccc1O	97	99	-16	-3	3
51	CCn1c(SCC(=O)NC2=NCCS2)nnc1C(C)NC(=O)c1ccc(Cl)cc1 (stereo not drawn)	101	99	4	1	-3
52	Cc1ccc(NC(=O)C2C(c3ccccc3)C=CC(c3ccccc3)C2C(=O)O)cc1 (stereo not drawn)	105	104	7	6	6
53	Nc1cccc2c1C(=O)N(CCOc1ccccc1F)C2=O	103	95	-4	-5	-6
54	COc1ccc(N(CC(=O)NC2CCCCC2)C(=O)CNC(=O)c2ccco2)cc1OC	57	99	-2	6	0
55	O=C(CSc1nnc(Cn2c(=O)sc3ccccc32)n1-c1ccccc1)NCc1ccco1	108	104	-3	1	3

No.	p-CIP stab down	NALP1 yeast inh	IDE cell inh	UBC9 SUMO inh
46	-6	-2	3	2
47	-22	16	7	18
48	-6	-4	2	2
49	-1	-8	-1	-8
50	-12	-13	4	2
51	-5	5	3	1
52	-48	24	7	19
53	-10	21	3	40
54	6	8	0	-23
55	-6	2	0	-7
